CRFR2-BP antag = antagonists of CRF-BP/CRF-R2 complex, primary screen, cell-based, HEK293, calcium dye fluorescence, uHTS; inhibition, % at 11.8 µM; AID 588475, 2011; CRF-induced calcium fluorescence; 0.59% of 350,000 active;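 active means inhibition of the ligand-induced calcium signal above about 50% at the single tested concentration, limit read from the data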
IDE act = human IDE activators in live cells, primary screen, fluorescence polarization, HEK cells, FAbeta-B substrate | activation, % at 5.96 µM | 0.073% of 340,000 active | FAbeta-B cleavage; 0% vehicle, 100% cell-free pure enzyme wells | AID 493087, 2011;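 active means activation above the mean of all tested compounds plus 3 SD, set per screening campaign, cut at about 17% in these data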
Target sequence (P14735 whole entry, looked up): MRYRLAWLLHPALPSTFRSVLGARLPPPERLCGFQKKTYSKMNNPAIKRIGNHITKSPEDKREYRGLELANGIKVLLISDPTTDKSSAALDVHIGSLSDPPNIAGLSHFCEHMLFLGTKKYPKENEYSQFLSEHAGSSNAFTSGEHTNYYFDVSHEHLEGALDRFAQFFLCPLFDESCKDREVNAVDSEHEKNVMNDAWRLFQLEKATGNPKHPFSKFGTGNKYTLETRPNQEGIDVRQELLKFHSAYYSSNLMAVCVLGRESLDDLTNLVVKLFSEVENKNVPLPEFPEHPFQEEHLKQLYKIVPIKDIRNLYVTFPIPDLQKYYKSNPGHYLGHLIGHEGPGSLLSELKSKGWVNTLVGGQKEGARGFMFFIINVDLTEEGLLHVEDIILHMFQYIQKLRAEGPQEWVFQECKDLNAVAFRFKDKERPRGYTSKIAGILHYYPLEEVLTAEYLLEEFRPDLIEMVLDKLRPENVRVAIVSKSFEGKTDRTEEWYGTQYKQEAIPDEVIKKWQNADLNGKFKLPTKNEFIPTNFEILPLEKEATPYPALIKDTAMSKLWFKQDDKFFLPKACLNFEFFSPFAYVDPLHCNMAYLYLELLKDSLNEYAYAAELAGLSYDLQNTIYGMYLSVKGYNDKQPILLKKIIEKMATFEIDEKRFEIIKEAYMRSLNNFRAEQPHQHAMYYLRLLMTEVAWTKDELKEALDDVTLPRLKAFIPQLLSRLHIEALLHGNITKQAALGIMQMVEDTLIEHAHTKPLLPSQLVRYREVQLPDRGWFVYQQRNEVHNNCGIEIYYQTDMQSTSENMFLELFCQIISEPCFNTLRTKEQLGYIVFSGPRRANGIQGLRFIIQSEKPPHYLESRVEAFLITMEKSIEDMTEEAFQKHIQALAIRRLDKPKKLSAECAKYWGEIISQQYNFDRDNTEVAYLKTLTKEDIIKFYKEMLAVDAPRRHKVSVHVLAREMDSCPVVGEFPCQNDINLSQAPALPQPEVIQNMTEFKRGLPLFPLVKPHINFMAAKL
GalR3 antag = GalR3 antagonists in HEK293 cells, primary screen, cell-based, fluorescence readout | AID 651719, 2012 | 0.44% of 360,000 active | inhibition, % at 3 µM | Galanin receptor type 3 (Homo sapiens), O60755 | HEK293 GalR3-CNG cAMP membrane potential fluorescence; galR3 body fused to GalR1 C-terminus;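 active means inhibition above the screen-wide average plus 3 SD, cut at about 13% in these data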;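 further: forskolin and galanin both at EC90 stimulate the cells; cAMP rise reported by CNG channel membrane potential dye signal; 0% = forskolin plus galanin with DMSO and 100% = forskolin alone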
IMP-1 inh = IMP-1 metallo-beta-lactamase inhibitors, primary screen, biochemical, epi-absorbance readout, Pseudomonas aeruginosa enzyme; metallo-beta-lactamase IMP-1 (Pseudomonas aeruginosa); AID 1556, 2009; 0.45% of 290,000 active; inhibition, % at 5.6 µM; purified IMP-1, nitrocefin hydrolysis, epi-absorbance fluorescence;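 active means inhibition above the mean plus 3 SD of all compounds in the same screening run, cut at about 4.5% in these data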;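 further: 0% = IMP-1 with DMSO and 100% = DMSO wells lacking enzyme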
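System: purified IMP-1 / Input: IMP-1 dispensed at 0.2 nM / Medium: 50 mM HEPES pH 7.1, 50 µM ZnSO4, 0.05% Brij 35 / Timing: 15 min enzyme–compound preincubation, then 25 min nitrocefin reaction, 25 °C / Technique: plate fluorescence quenching by hydrolysis product, ex 480/em 530 nm / Repeats: singlicate testing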
p-CIP stab down = p/CIP-EGFP fusion destabilizers, primary screen, fluorescence, F442A cells; decrease of EGFP signal, % at 10 µM; 0.01% of 290,000 active; 16 h; Q05BA5;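 active means EGFP signal decrease of at least 30% at 10 µM or well 3 SD below plate mean, unless failing retest; inactive means the rest, including hits failing retest or dose response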; further: some compounds called inactive have numbers as strong as hits; many of its hits are not listed in these tables
UBC9 SUMO inh = inhibitors of in vitro SUMOylation cascade, primary screen, biochemical, HTRF, uHTS | SUMO-conjugating enzyme UBC9 (Homo sapiens), P63279 | HTRF SUMOylation assay, SAE1/SAE2 + UBC9 | inhibition, % at 35 µM | 0.36% of 290,000 active | AID 2006, 2009; in the data active means inhibition above about 50%, passing the limit was not always enough; further: strong numbers were not always called active
NS3 helicase inh = inhibitors of HCV NS3 helicase, primary screen, biochemical, Cy5 molecular beacon fluorescence; NS3 helicase DNA unwinding; inhibition, % at 10.9 µM; 0.56% of 290,000 active; AID 1800, 2009;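 active means inhibition above the mean of all tested compounds plus 3 SD, set per campaign, cut at about 35% in these data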;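 further: 0% = DMSO wells and 100% = thioflavine S control wells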
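Compound dosing – single dose, 10.9 µM nominal final, DMSO 0.8% final · System – NS3 helicase fragment of HCV · Buffer or medium – MOPS pH 6.5, MgCl2, DTT, Tween20, BSA · Signal – Cy5 beacon fluorescence read at start and 1 h · Also added – annealed dual-labelled DNA beacon duplex, ATP-started · Schedule – 1 h at 25 °C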
IDE inh = human IDE inhibitors in live cells, primary screen, fluorescence polarization, HEK cells, FAbetaB substrate; 0.41% of 320,000 active; FAbetaB cleavage; AID 434962, 2010; inhibition, % at 5.59 µM;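 active means percent inhibition above the average of all tested compounds plus 3 SD, set per screening campaign, cut at about 16% in these data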;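 further: IDE supplied by intact live HEK cells; FP after avidin binding of uncleaved biotin substrate so inhibition keeps polarization high; 0% = DMSO wells and 100% = 60 µM reference IDE inhibitor Ii1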
VIM-2 inhibitor = VIM-2 metallo-beta-lactamase inhibitors, primary screen, biochemical, epi-absorbance readout, Pseudomonas aeruginosa enzyme. purified VIM-2, nitrocefin hydrolysis, epi-absorbance fluorescence. inhibition, % at 5.6 µM. 0.89% of 290,000 active. AID 1527, 2009;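 active means inhibition above the mean of all tested compounds plus 3 SD, cutoff set per screening run, cut at about 7.5% in these data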;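 further: red hydrolysis product quenches plate fluorescence so inhibitors raise well fluorescence; 0% = enzyme with DMSO and 100% = DMSO without enzyme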
Starred values were filed as active, the others as inactive; nt = no result given.

entry | smiles | CRFR2-BP antag | IDE act | GalR3 antag | IMP-1 inh | p-CIP stab down | UBC9 SUMO inh | NS3 helicase inh | IDE inh | VIM-2 inhibitor
1 | CCN(CC)CCNC(=O)c1ccccc1N | 16.6 | 2.9 | 0.0 | 0.7 | 3.5 | 17.3 | -4.3 | 4.4 | -2.4
2 | CC(C)CN(C(=O)COC(=O)c1ccc2ccccc2c1)c1c(N)n(Cc2ccccc2)c(=O)[nH]c1=O | -2.0 | 4.8 | -2.4 | nt | nt | nt | nt | -2.0 | nt
3 | Clc1ccc2nc(-c3ccncc3)cc(-c3ccccc3)c2c1 | -57.0 | 7.2 | -0.8 | 0.1 | -7.7 | -12.1 | -2.9 | -1.7 | -0.4
4 | CN(C)CCCn1c(=O)n(Cc2ccco2)c(=O)c2c3c(sc21)CCCCC3 | -33.9 | 0.1 | 3.2 | -3.6 | -4.2 | 16.4 | -61.1 | -0.8 | 2.2
5 | Cc1ccc(N(CCO)C(=S)Nc2ccccc2)cc1 | -2.1 | 4.4 | -8.3 | 0.0 | -7.9 | 11.8 | -2.3 | 2.2 | 0.8
6 | Cc1nc(N2CCN(Cc3ccccc3)CC2)nc2c1C(=O)CC(C)C2 (stereo not given) | -45.6 | -7.0 | -1.7 | -7.5 | -9.9 | 9.2 | -0.4 | -5.2 | -0.6
7 | O=C(CC(c1ccccc1)c1ccccc1)Nc1nn[nH]n1 | -1.0 | 0.2 | -4.3 | -5.2 | -5.3 | 16.6 | 14.9 | 0.8 | -3.1
8 | Cc1cccc(Sc2c([N+](=O)[O-])ncn2C)c1 | -10.6 | 1.6 | 4.2 | -3.4 | -19.5 | 7.2 | 6.0 | -1.7 | -2.7
9 | Nc1cc2c(cc1Cl)N(Cc1ccccc1)C(=O)CO2 | -0.2 | 2.5 | 4.7 | nt | nt | nt | nt | -2.0 | nt
10 | Cc1cc(C)cc(N(C(C)C(=O)N2CCCCC2)S(C)(=O)=O)c1 (stereo not given) | -21.2 | 4.5 | -1.4 | -2.4 | 0.6 | 25.6 | 1.0 | -6.7 | -4.5
11 | C=CCOc1ccc(/C=C/C(=O)OCC(=O)NC(C)c2ccc(F)cc2)cc1 (stereo not given) | 2.7 | 3.3 | -2.5 | nt | nt | nt | nt | 6.3 | nt
12 | O=C(Nc1ccc2c(c1)OCO2)C1CC(c2c(F)cccc2Cl)=NO1 (stereo not given) | -5.6 | -6.9 | -1.6 | -0.4 | 5.9 | -11.4 | -4.7 | 1.6 | -2.3
13 | CC(C)(C)NC(=O)CN(C(=O)c1ccc(Cl)nc1)c1cccc2ccccc12 | -5.6 | -1.3 | -4.1 | -1.1 | -12.0 | 19.4 | -0.8 | -8.7 | -1.4
14 | CC(C)(C)NC(=S)NC1CC1 | 7.5 | 4.6 | 9.1 | -1.0 | -3.7 | 0.5 | -6.5 | -1.3 | -2.4
15 | CC1CCCCN1C(=S)Nc1ccc(OC(F)F)cc1 (stereo not given) | -15.1 | 3.9 | -1.8 | -1.7 | 0.5 | 4.3 | -3.2 | 3.5 | -0.7
16 | CCOC(=O)c1cnc(-n2nc(C)cc2C)nc1Nc1ccc(C)cc1 | -9.2 | 6.9 | -2.6 | -3.5 | -6.2 | 19.6 | 1.9 | nt | 1.1
17 | Cc1cc(C)nc(NS(=O)(=O)c2ccc(NC(=O)CCCN3C(=O)c4ccccc4C3=O)cc2)n1 | 12.9 | 0.9 | -5.3 | -0.6 | -9.6 | -2.1 | -8.2 | 7.6 | 3.0
18 | Nn1c(SCc2nc3ccccc3[nH]2)nnc1C1CCCCC1 | 3.8 | 0.1 | -3.1 | -4.3 | -5.4 | 8.8 | -6.0 | -0.5 | -2.1
19 | CN1CCN(NC(=S)Nc2ccc(OC(F)F)cc2)CC1 | -3.7 | 0.0 | -3.8 | -0.7 | 18.7 | -13.4 | -3.0 | 8.1 | 3.1
20 | COc1ccc(CCN2CC(C(=O)Nc3ccc(S(C)(=O)=O)cc3)CC2=O)cc1OC (stereo not given) | 0.2 | 7.6 | -2.8 | nt | nt | nt | nt | 0.5 | nt
21 | CCCCOC(=O)Cn1c(=N)n(CCN2CCOCC2)c2ccccc21 | -5.9 | -1.8 | -3.3 | -4.4 | nt | nt | -2.4 | -4.8 | -2.2
22 | O=[N+]([O-])c1cc(-c2nc(-c3ccncc3)no2)ccc1Cl | 35.1 | 6.4 | -2.3 | -3.2 | -6.4 | 0.2 | 0.8 | -2.8 | -1.8
23 | CCCSc1nc2c(cnn2-c2ccccc2)c(=O)[nH]1 | 2.2 | -1.2 | -1.2 | -2.2 | -2.7 | 12.1 | -3.0 | 3.9 | 2.2
24 | COc1cc(/C=N/Nc2cccc(C)c2)ccc1OC(=O)c1ccco1 | 11.9 | 7.0 | 0.2 | -4.3 | 5.6 | -11.0 | 5.8 | -7.8 | 1.4
25 | OC(CN1CCC(Cc2ccccc2)CC1)c1ccccc1 (stereo not given) | -6.8 | 0.8 | -11.9 | -5.2 | -11.7 | -4.1 | 6.6 | 9.1 | -3.3
26 | CC(=O)NC(CC(=O)OCC(=O)Nc1cc(S(=O)(=O)N2CCCCC2)ccc1C)c1ccccc1 (stereo not given) | -5.5 | -4.0 | -6.9 | nt | nt | nt | nt | 3.9 | nt
27 | Cc1cccc(OC(=O)c2cccnc2)c1C | 4.3 | 5.0 | -6.9 | -2.0 | 1.6 | 15.3 | 1.2 | -5.2 | -0.4
28 | Cc1ccnc(NS(=O)(=O)c2ccc(N3C(=O)c4ccccc4C3=O)cc2)n1 | 1.7 | 1.0 | 2.5 | -3.0 | 0.8 | -8.4 | 5.1 | -4.4 | -4.1
29 | CCCCNC(=O)CC1N=C2c3ccccc3N=C(SCC(=O)Nc3ccccc3C)N2C1=O (stereo not given) | 20.5 | 0.1 | -3.0 | -2.5 | -11.8 | -13.6 | 1.5 | -1.1 | -0.9
30 | CN(Cc1nc2ccccc2n1C)S(=O)(=O)c1ccc(Cl)cc1 | -2.2 | -1.4 | -3.2 | -4.3 | -1.3 | -12.3 | 6.2 | 4.6 | -3.2
31 | COc1ccc(OC)c(-c2csc(NC(=O)C3COc4ccccc4O3)n2)c1 (stereo not given) | 31.6 | 4.5 | 1.2 | -1.6 | 6.8 | -16.7 | 17.6 | 0.0 | -1.8
32 | COc1ccc2[nH]c(C(=O)NCCCn3ccnc3)cc2c1 | 6.3 | 3.1 | nt | -1.1 | 4.2 | 37.1 | -4.5 | -3.4 | -0.4
33 | COc1ccc(CN(C)C(=O)CNC(=O)c2ccc3ccccc3c2)c(OC)c1 | 4.7 | 2.7 | -1.9 | 0.3 | -3.1 | 12.5 | -8.9 | 6.3 | -0.9
34 | CCOC(=O)CN(C(=O)COC(=O)C1(c2ccccc2)CC1)c1ccc(F)cc1 | 10.8 | 1.0 | -3.8 | nt | nt | nt | nt | 0.8 | nt
35 | CC(=O)c1sc(Nc2nc3cc4c(cc3s2)OCO4)nc1C | -0.6 | 4.4 | 6.9 | -4.0 | -12.7 | 24.0 | 12.8 | nt | -2.2
36 | CCN1CCN(CCNC(=O)CCCn2nc(C)c3c(C)n(-c4ccc(C)cc4)nc3c2=O)CC1 | -19.1 | 0.7 | -4.2 | -0.6 | -25.1 | 6.4 | 8.0 | -4.0 | 0.8
37 | CCCCN(CC)C(=O)CN1C(=O)c2ccccc2C1=O | -10.1 | -4.9 | 2.4 | -3.3 | -4.7 | 10.4 | -0.1 | 2.2 | -3.5
38 | O=C(Nc1cc2c3c(c1)CC(=O)N3CCC2)c1ccc(Br)cc1 | 5.5 | -5.4 | 0.1 | nt | nt | nt | nt | 6.3 | nt
39 | CS(=O)(=O)N1CCc2cc(C(=O)Nc3ccc(Cl)cc3)ccc21 | 9.4 | -2.4 | -7.2 | -3.0 | -2.4 | 17.5 | 7.5 | 9.2 | -1.8
40 | c1csc(-c2nc(NCC3CCCO3)c3ccccc3n2)c1 (stereo not given) | -23.4 | 3.2 | -12.4 | -2.7 | -11.7 | 19.6 | -0.9 | -2.9 | 1.7

Next section, overlapping the part above by 2 compounds.
entry | smiles | CRFR2-BP antag | IDE act | GalR3 antag | IMP-1 inh | p-CIP stab down | UBC9 SUMO inh | NS3 helicase inh | IDE inh | VIM-2 inhibitor
39 | CS(=O)(=O)N1CCc2cc(C(=O)Nc3ccc(Cl)cc3)ccc21 | 9.4 | -2.4 | -7.2 | -3.0 | -2.4 | 17.5 | 7.5 | 9.2 | -1.8
40 | c1csc(-c2nc(NCC3CCCO3)c3ccccc3n2)c1 (stereo not given) | -23.4 | 3.2 | -12.4 | -2.7 | -11.7 | 19.6 | -0.9 | -2.9 | 1.7
41 | COCCn1ccc2c(OCC(=O)NCc3ccccc3)cccc2c1=O | 1.0 | -0.5 | -1.6 | nt | nt | nt | nt | -8.7 | nt
42 | COc1ccc(CNCc2cc(OC)ccc2OC)cc1 | 1.3 | -3.3 | -5.2 | 0.0 | 2.9 | 9.5 | 12.1 | 3.0 | -0.1
43 | COc1cc(C(=O)N2CCN(C/C=C/c3ccccc3)CC2)cc(OC)c1OC | -1.1 | 3.8 | 0.7 | -0.7 | -7.0 | 13.6 | -3.3 | -2.5 | 0.5
44 | O=C(CSc1nc2ccccc2nc1N1CCCC1)Nc1ccc(F)cc1 | 2.9 | 3.0 | nt | -2.3 | -19.8 | -4.1 | -6.0 | -0.1 | -0.1
45 | CCOC(=O)c1nnn(-c2ccc([N+](=O)[O-])cc2[N+](=O)[O-])c1C | 1.5 | 3.7 | -8.1 | -4.9 | -0.1 | 21.7 | -3.5 | -1.8 | 0.7
46 | CSCCC(NS(=O)(=O)c1ccc(Cl)cc1)C(=O)OCC(=O)NC1CCCCC1 (stereo not given) | 39.6 | 12.3 | -2.3 | -2.5 | 14.0 | 15.3 | -2.7 | 0.3 | -5.0
47 | CCNC(=S)N(CCc1c(C)[nH]c2ccc(Cl)cc12)Cc1ccco1 | -38.2 | 3.4 | -8.1 | -2.1 | 5.9 | -34.3 | -6.8 | 1.6 | -3.3
48 | CC(C)(C)OC(=O)CNC(=O)c1[nH]cnc1C(=O)NC(c1ccccc1)c1ccccc1 | -2.5 | -3.1 | -2.3 | -2.0 | -0.9 | -34.0 | -44.1 | -4.3 | -3.0
49 | CCN(CC)C(=O)OCc1c(-c2ccccc2)ncc2ccccc12 | 9.9 | -6.1 | -3.8 | nt | nt | nt | nt | -0.5 | nt
50 | COc1cc(NC(=O)CCc2nnc3ccc(N4CCCC4)nn23)cc(OC)c1OC | -0.4 | 3.1 | 6.4 | -2.1 | -1.4 | 2.9 | -0.3 | -1.1 | 0.0
51 | COc1ccccc1N1CCN(C(=O)C(C)N(c2ccccc2)S(C)(=O)=O)CC1 (stereo not given) | 9.8 | 0.8 | -4.6 | -4.1 | -2.8 | 19.1 | -1.8 | 4.6 | -4.4

Screens as filed in PubChem.
